Source: PubChem BioAssay
ROC1-CUL1 inh: human ROC1-CUL1 E3 ligase inhibition. 0.6% of 140,000 active. in vitro K48 di-Ub FRET, acceptor:donor ratio, 45 min. inhibition, % at 10 µM. P62877+Q13616; in the data active = inhibition above about 25%
Target sequence (P62877 whole entry, looked up): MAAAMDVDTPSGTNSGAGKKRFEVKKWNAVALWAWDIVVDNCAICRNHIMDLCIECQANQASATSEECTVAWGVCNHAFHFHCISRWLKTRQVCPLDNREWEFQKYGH
Target sequence (Q13616 whole entry, looked up): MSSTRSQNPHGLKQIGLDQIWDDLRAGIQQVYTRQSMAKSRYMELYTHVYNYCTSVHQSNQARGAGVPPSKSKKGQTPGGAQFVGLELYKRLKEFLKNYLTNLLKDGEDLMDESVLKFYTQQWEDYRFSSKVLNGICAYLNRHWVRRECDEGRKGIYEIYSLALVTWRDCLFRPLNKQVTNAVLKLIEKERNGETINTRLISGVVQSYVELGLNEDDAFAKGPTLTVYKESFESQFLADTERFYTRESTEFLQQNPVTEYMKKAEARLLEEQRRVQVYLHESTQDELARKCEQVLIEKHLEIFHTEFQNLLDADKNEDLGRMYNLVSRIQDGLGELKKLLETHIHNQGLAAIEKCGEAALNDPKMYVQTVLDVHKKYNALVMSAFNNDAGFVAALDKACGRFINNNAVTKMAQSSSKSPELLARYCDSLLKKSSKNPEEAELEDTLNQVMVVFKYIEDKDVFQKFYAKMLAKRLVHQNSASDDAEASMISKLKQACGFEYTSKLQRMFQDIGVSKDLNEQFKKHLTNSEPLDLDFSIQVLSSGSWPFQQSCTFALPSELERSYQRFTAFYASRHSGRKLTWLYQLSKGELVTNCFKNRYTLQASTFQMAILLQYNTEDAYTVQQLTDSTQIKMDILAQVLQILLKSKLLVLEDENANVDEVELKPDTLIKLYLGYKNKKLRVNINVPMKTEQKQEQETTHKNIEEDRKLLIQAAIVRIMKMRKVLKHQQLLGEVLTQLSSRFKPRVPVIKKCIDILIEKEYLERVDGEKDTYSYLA
An asterisk follows results filed as active; & = joins results of further samples. These rows are one share of the data. The share of hits here may be higher or lower than overall.

SMILES	ROC1-CUL1 inh
COc1ccc(OC)c(NC(=O)Cc2coc3ccc(C(C)C)cc23)c1	4
NC(=O)CSc1oc(-c2ccco2)nc1S(=O)(=O)c1ccc(Cl)cc1	-5
CCCN1CCC(NC(=O)COc2ccc(F)cc2)CC1	-7
CC(C)CN(CCNC(=O)c1cn(C)c2ccc(S(=O)(=O)N3CCOCC3)cc2c1=O)CC(C)C	7
O=C1Oc2ccccc2C(=O)C1C(=O)c1ccccc1 (configuration not stated)	-2
COc1cc(C(=O)NCc2ccc(C)s2)ccc1OC1CCN(C(C)=O)CC1	-1
Cn1nc(C(=O)N2CCN(c3cccc(Cl)c3)CC2)c2c1-c1ccccc1S(=O)(=O)C2	9
CN(C)c1nc(NC(C)(C)C)nc(SCC(=O)Nc2ccccc2)n1	-2
COC(=O)c1cc2occc2n1Cc1nc(-c2ccccc2)oc1C	8
CCS(=O)(=O)N1CCC(C(=O)Nc2cc(C)ccc2C)CC1	-9
COc1cccc(NC(=O)CSc2nnc(COc3ccc(Cl)cc3)o2)c1	7
CN(CCc1ccccn1)C(=O)c1coc(COc2cccc3cccnc23)n1	-3
COc1cc(C(=O)NCc2cccc[n+]2CC(=O)c2ccccc2)cc(OC)c1OC	4
COc1ccc(N(CC(=O)Nc2cc(Cl)ccc2C)S(=O)(=O)c2c(C)noc2C)cc1	5
O=C(C1CC1)N1CCc2cc(Br)cc(S(=O)(=O)N3CCN(c4cccc(C(F)(F)F)c4)CC3)c21	-3
COCCOc1ccc(-n2c(C)cn3c4c(=O)n(C)c(=O)n(C)c4nc23)cc1	4
CCc1noc(C)c1C(=O)Nc1cccc(OC)c1	-12
CCOC(=O)c1ccccc1N=C1CC(C)(C)CC(=O)C1[N+](=O)[O-] (configuration not stated)	2
Cc1cccc(CNC(=O)Cn2nc(C)c3nn(-c4ccc(Cl)cc4)c(C)c3c2=O)c1	-2
CCSc1ncc(Cl)c(C(=O)Nc2ccc(S(=O)(=O)Nc3ncccn3)cc2)n1	-1
CCS(=O)(=O)Nc1ccccc1I	7
COc1ccc(C(=O)c2oc3ccccc3c2NC(=O)c2cccc(OC)c2)cc1	5
COc1ccc(-c2nc(CN(CC3CCC(=O)N3)C(C)C)c(C)o2)cc1C (configuration not stated)	13
CCCN(CCC)C(=O)CSc1nnc2cc(C)c3ccccc3n12	3
CC(C)NCC(O)COc1cccc(C(C)C)c1OCC(O)CNC(C)C (configuration not stated)	-3

Some of the entries so far, with bars between the fields:
Compound | ROC1-CUL1 inh
COc1ccc(N(CC(=O)Nc2cc(Cl)ccc2C)S(=O)(=O)c2c(C)noc2C)cc1 | 5
COC(=O)c1cc2occc2n1Cc1nc(-c2ccccc2)oc1C | 8

Next section.
SMILES	ROC1-CUL1 inh
CCn1c(COc2cccc3ccccc23)nc2ccccc21	-6
O=C(CCN1C(=O)c2cccc3cccc(c23)C1=O)NCC1CCCO1 (configuration not stated)	-2
CC1=Nc2ncnn2C(c2ccccc2C)C1C(=O)Nc1ccc(C)cc1C (configuration not stated)	10
CC(C)(C)NC(=O)C1Cc2ccccc2CN1S(=O)(=O)c1cccs1 (configuration not stated)	12
CN(Cc1cccc2ncccc12)C(=O)CC1(c2cccc(C(F)(F)F)c2)CC(=O)N(C2CC2)C1=O (configuration not stated)	6
CCN1CCN(C(=O)c2csc3nc(-c4cccc(F)c4)cn23)[C@@H](C)C1=O	-5
COc1cc(S(=O)(=O)N2CCN=C2c2ccccc2)c(OC)cc1Br	9
COc1ccccc1CCNc1nc(CN2CCN(C(=O)c3ccco3)CC2)nc2ccccc12	11
CC(C)(C)c1ccc(/C=C2/C(=O)NN(c3cccc(F)c3)C2=O)cc1	8
O=c1/c(=C/c2ccccc2OCc2ccccc2)sc2n1C(c1cccc(F)c1)C1=C(N=2)c2ccccc2CC1 (configuration not stated)	-14
O=c1c(=O)n(OCc2ccccc2)c2ccccc2n1O	-4
Cc1ccc(C(=O)Nc2ccc(Cl)c(Cl)c2)cc1C	-4
CCC(C(=O)NC1CCCCC1)n1c(SCc2cccc(C)c2)nc2ccncc21 (configuration not stated)	5
COC(c1ccccc1)N(CCc1ccccc1)C(=O)C(F)(F)F (configuration not stated)	1
CC(=O)N1CCC(C(=O)Nc2ccc(C)c(C)c2)CC1	1
C=CCn1c(SCC(=O)c2ccc(OC)cc2)nc2scc(-c3ccccc3)c2c1=O	-8
CCCCCc1nc2ccccc2n1CC(=O)N(c1ccccc1)C(C)C	0
Clc1ccc(-c2cc3ccccc3o2)cc1	-1
COc1ccc(CNC(=O)CCC2CCCN(C3CCOCC3)C2)c(OC)c1 (configuration not stated)	-7
O=C(CC1(O)C(=O)N(Cc2ccc(Cl)cc2)c2ccccc21)c1ccc(F)cc1 (configuration not stated)	-1
CCOC(=O)c1c(NC(=O)Cn2nc(C)c([N+](=O)[O-])c2C)sc2c1CCCCC2	-4
C=CCO[C@H]1[C@H](NC(=O)COC)c2ccccc2C12CCN(Cc1ccc(F)cc1Cl)CC2	3
CCC(=O)N1CCc2cc(Br)cc(S(=O)(=O)CCC(=O)Nc3ccccc3C)c21	-5
CCCC(=O)N1CCN(S(=O)(=O)c2ccc(OC)c(OC)c2)CC1	-7
CC(CC(=O)c1ccc([N+](=O)[O-])cc1)C(=O)O (configuration not stated)	-16
SMILES	ROC1-CUL1 inh
Cc1cc(=O)oc2cc(OC(=O)c3cccnc3)ccc12	1
O=C1NN=CC(=N/N=C\c2ccc(O)c([N+](=O)[O-])c2)C1Cl (configuration not stated)	18
NS(=O)(=O)Cc1ccccc1Cl	-3
Oc1ccccc1-c1cc(-c2ccc(OCc3ccccc3F)cc2)c2c(ccc3ccccc32)n1	10
CCNC(=O)C1CCN(Cc2ccc(F)cc2)CC1	13
Cc1nnsc1C(=O)Oc1ccc(C#N)cc1	5
O=C(C1CC1)N1CCc2cc(Br)cc(S(=O)(=O)Nc3ccc(C(F)(F)F)cc3)c21	-5
CCOC(=O)c1cc(-c2ccccc2)n(CC(=O)Nc2ccc(CC)cc2)c1C	5
Cc1ccc(Cl)cc1N1CCN(C(=O)c2cccn2-c2nnc(N3CCCC3)s2)CC1	1
O=C(NS(=O)(=O)c1cnccc1Sc1ccc(Cl)cc1)c1ccc(Cl)cc1	-2
COc1ccc(C2=NC(=N)SC2C)cc1 (configuration not stated)	-3
CCOC(=O)N1CCN(C(=O)c2ccc(N3CCC(N[C@H]4CCCCNC4=O)CC3)cc2)CC1	2
CCOCCCNC(=O)c1ccc2nc(CCc3ccccc3)oc2c1	-9
Cn1cnc2cc(NC(=O)c3ccco3)ccc21	-6
CC(C)c1ccc(NC(=O)c2cccc3c2C(=O)N(C2CCCCC2)C3)cc1	-3
CC1CCN(S(=O)(=O)c2cc(C(=O)N3CCN(c4cccc(Cl)c4)CC3)n(C)c2)CC1	2
COc1cc(OC)c2c(c1)O/C(=C\c1ccccc1)C2=O	1
CCC1(C)Cc2c(sc(NC(=S)Nc3sc4c(c3C#N)CC(C)(CC)OC4)c2C#N)CO1 (configuration not stated)	3
Cc1ccc(-c2cc(C(=O)NCCCn3ccnc3)no2)cc1	-8
O=C(NC(=S)N1CCCN(C(=S)NC(=O)c2c(F)cccc2F)CC1)c1c(F)cccc1F	-4
Cc1[nH]nc(Nc2ccccc2Br)c1[N+](=O)[O-]	-1
CCOc1ccc(CCNC(=O)Cc2ccc(NC(=O)N3CCSc4ncccc43)cc2)cc1	-1
CC(C)n1nnc2ccccc2c1=O	-4
Cc1cc(C)n2nc(C(=O)Nc3ccccc3C(F)(F)F)cc2n1	1
C=CCOc1ccccc1CN1CCOc2ccc(CN3CCC(O)(c4cccnc4)CC3)cc2C1	8

2 of the compounds above, with bars between the fields:
SMILES | ROC1-CUL1 inh
COc1cc(C(=O)NCc2cccc[n+]2CC(=O)c2ccccc2)cc(OC)c1OC | 4
CCOCCCNC(=O)c1ccc2nc(CCc3ccccc3)oc2c1 | -9

Later entries
SMILES	ROC1-CUL1 inh
COc1ccccc1NC(=O)CCSc1nnc(-c2ccccc2Br)o1	-1
O=C(Nc1cccc2ccccc12)c1ccc(N2CCOCC2)cc1	3
Cc1ccc(OCC(=O)Nc2ccccc2C(=O)OCc2cc(=O)n3nc(C4CC4)sc3n2)cc1	-2
CCOc1ccc(-n2c(SCC(=O)N3CCOCC3)nc3c([nH]c4ccccc43)c2=O)cc1	-3
CCn1ccc2cc(S(=O)(=O)N3CCC(C(=O)NCc4cccc(Cl)c4)CC3)ccc21	5
CC(C)(C)NC(=O)CS(=O)(=O)c1ccccc1	8
CCCCN1N=C(C)Cn2c1nc1c2c(=O)n(CC)c(=O)n1C	1
O=c1c2c3c(sc2nc2c4ccccc4c(Cl)nn12)CCCC3	-6
CN1CCN(Cc2c3c(c(CN4CCN(C)CC4)c4c2CCC4)CCC3)CC1	0
CCOc1ccc(NC(=O)CCNS(=O)(=O)c2ccc3c(c2)CCCC(=O)N3)cc1	-1
CCc1nn2c(N)c(C=C3C=C(Cl)C(=O)C(Cl)=C3)c(=O)nc2s1	7
CCCCOc1cccc(C(=O)Nc2sc3c(c2C(=O)OCC)CCCC3)c1	-11&-2
CCCCCOc1ccc(/C=N/N=C2NC(=O)CS2)cc1	-11
COc1ccc(-c2c3c(nc4sc5c(=O)n(-c6ccccc6)nnc5c24)CCC3)cc1	1
Cc1ccc(OCCSc2nc3ccccc3n2CC(=O)N2CCOCC2)c(C)c1	6
O=C1CC(Sc2nc3ccccc3o2)C(=O)N1c1ccc(N2CCCCC2)cc1 (configuration not stated)	-17
O=C(c1cccc(Cl)c1)N(Cc1cccc(F)c1)C1CCS(=O)(=O)C1 (configuration not stated)	-1
O=C1C(=O)N(CC2CCCO2)C(c2cccnc2)C1C(=O)c1ccc2c(c1)OCCO2 (configuration not stated)	0
COc1ccc(-c2ccc(CNc3ccc4[nH]c(=O)[nH]c4c3)o2)cc1Cl	0
CCOc1cc(C2c3c(n[nH]c3-c3ccccc3)OC(=N)C2C#N)ccc1OCCN1CCOCC1 (configuration not stated)	3
N#Cc1c(-c2ccccc2)nn2c1nnc1c3ccccc3ccc12	-6
Cc1ccc2[nH]c(=O)c(CNS(=O)(=O)c3ccccc3)c(-c3ccccc3)c2c1	-6
CC(C)(C)CC(=O)c1ccc(CC(C)(C)C)cc1CC(C)(C)C	7
Cc1cccc(C)c1NC(=O)c1ccc(CN2CCCC2)cc1	1
CCSc1nnc2n1C(=N)CC(=O)N2	-1

Part of the list above in order of molar mass, lowest first:
SMILES	ROC1-CUL1 inh
CCCCCOc1ccc(/C=N/N=C2NC(=O)CS2)cc1	-11
Cc1cccc(C)c1NC(=O)c1ccc(CN2CCCC2)cc1	1
O=C1C(=O)N(CC2CCCO2)C(c2cccnc2)C1C(=O)c1ccc2c(c1)OCCO2 (configuration not stated)	0
Cc1ccc(OCCSc2nc3ccccc3n2CC(=O)N2CCOCC2)c(C)c1	6
CCOc1ccc(NC(=O)CCNS(=O)(=O)c2ccc3c(c2)CCCC(=O)N3)cc1	-1

Looked up above.
CCCCCOc1ccc(/C=N/N=C2NC(=O)CS2)cc1 in ROC1-CUL1 inh is entered as -11
CCOc1cc(C2c3c(n[nH]c3-c3ccccc3)OC(=N)C2C#N)ccc1OCCN1CCOCC1 (configuration not stated) in ROC1-CUL1 inh is entered as 3
O=C(c1cccc(Cl)c1)N(Cc1cccc(F)c1)C1CCS(=O)(=O)C1 (configuration not stated) in ROC1-CUL1 inh is entered as -1

Additional entries
SMILES	ROC1-CUL1 inh
CCN(CC)CCCNC(=O)C(C)n1nc(C)n2c(cc3occc32)c1=O (configuration not stated)	-2
O=C1CCCN1CCC(=O)N1CCCC(CCc2cccc(C(F)(F)F)c2)C1 (configuration not stated)	-2
OCc1ccc(CN2CCc3[nH]nc(C(c4ccccc4)c4ccccc4)c3C2)o1	5
COc1ccccc1CCNC(=O)C1CCN(c2nnc(C)c3c(C)n(-c4ccc(C)cc4)nc23)CC1	1
c1ccc(Cn2ncc3ccccc32)cc1	8
COC(=O)c1cc2cc(Br)ccc2o1	1
CCOC(=O)c1c(NC(=O)Cc2ccc(F)cc2)sc2c1CCC(C(C)(C)C)C2 (configuration not stated)	5
COc1ccc(C2N3CC4(C)CN2CC(c2ccccc2)(C3)C4=O)cc1 (configuration not stated)	0
CCC1CCCCN1C(=O)Cn1c(=O)n(CCCCCC(=O)NCc2ccccc2Cl)c(=O)c2sccc21 (configuration not stated)	-6
Cc1ccc([C@H]2Nc3ccc(S(=O)(=O)Nc4cccc(Cl)c4C)cc3[C@H]3C=CC[C@H]32)cc1	3
Clc1ccccc1C=NCCN=Cc1ccccc1Cl	13
Cc1ccn2c(Nc3ccccc3C)c(-c3ccncc3)nc2c1	8
CC(CN1CCN(CC(c2ccc(F)cc2)N2CCN(C)CC2)CC1)C(=O)c1ccc(O)cc1 (configuration not stated)	-3
O=C(COC(=O)c1ccc(N2C(=O)c3ccccc3C2=O)cc1)c1ccc(Cl)cc1	-4
O=C(Nc1ccc(NC(=O)C23CC4CC(CC(C4)C2)C3)cc1)c1ccc(F)cc1	-3
CCCCOc1ccc(C2=NNC(c3ccc(C)cc3)=Nc3ccc(OCC)cc32)cc1	1
CCCN(CCC)CN1C(=O)S/C(=C/c2ccc(SC)cc2)C1=O	2
Cc1ccc(S(=O)(=O)c2ccc(Cl)cc2)cc1S(=O)(=O)NC(C(=O)O)C(C)C (configuration not stated)	6
Cc1ccc(NC(=O)c2ccc(Br)o2)nc1	12
CCc1c(C(=O)NNC(=S)NC(C)c2ccccc2)csc1C (configuration not stated)	-4
CSc1nc(C(=O)N2CCc3ccc(NC(=O)c4ccccn4)cc3C2)cs1	5
COc1ccc(CN2C[C@@H]3C[C@@H](c4ccccc4OC)N4CCC[C@@]34C2=O)cc1	6
COc1ccccc1CNC(=O)C1CCN(S(=O)(=O)c2ccc3[nH]c(=O)ccc3c2)CC1	-9
O=C(NCn1cccnc1=O)c1ccc(Cl)cc1	-4
Cc1ccc(-c2nc3n(n2)C(=O)CC(c2ccco2)S3)cc1 (configuration not stated)	-3
SMILES	ROC1-CUL1 inh
C(=C(c1ccccc1)c1ccccc1)c1ccccc1	-10
COc1ccc(-c2cc(C(=O)O)c(C)o2)cc1OC	-4
Cc1ccc(SC(C)C(=O)Nc2ccccc2C(=O)N2CCOCC2)cc1 (configuration not stated)	3
OCCCNc1nnc(Nc2ccc(Br)cc2)nn1	9
N#Cc1c(N)nc2sc(C(=O)Nc3ccccc3)c(N)c2c1-c1cccs1	3
CCOc1ccc2nc(N(Cc3cccnc3)C(=O)c3ccco3)sc2c1	-2
